# Screening results as filed in PubChem.
# B2AR arrestin – recruits beta-arrestin to the human beta2-adrenergic receptor; beta-arrestin recruitment to beta2AR, cell-based reporter; Potency, µM (titrated, usually from 46.1 µM), inactives show top-dose activation, usual class: activators; actives 0.02% (n = 330,000); AID 492947; P07550;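 note: potency is the fitted concentration of half-maximal effect; 0% = DMSO controls and full agonism = EC100 isoproterenol or metaproterenol; nearly all actives have a fitted effect of over 65% in size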
# p53 reactivation – restores transcriptional activity of mutant p53 | AID 504706 | actives 0.063% (n = 320,000) | H1299 p53-A138V BP100-luciferase reporter, luminescence, 24 h | Potency, µM (highest dose often 92.2 µM), without a hit: at the highest dose activity change, positive = activation, actives largely listed as activators; note: potency is the fitted concentration of half-maximal effect; % of control where 0% means no effect; nearly all actives have a fitted effect of over 45% in size
#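 H1299 (p53-null), stable ts p53-A138V + BP100-Luc; 1000 cells/well, Opti-MEM/10% FBS; cpd 4 pt, 1:5; 24 h, 37 deg C, 5% CO2; detection reagent 10 min RT; luminescence.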
# TRPV1 ag – agonists of human vanilloid receptor 1 (TRPV1); TRPV1-expressing cells, Fluo-8 calcium influx, agonist mode; actives 0.19% (n = 320,000); activation, % at 8.33 µM; in the data active = activation above about 80%; inconclusive = between about 30% and that limit; note: 0% is about no effect
#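 Fluo-8 calcium influx in TRPV1-expressing cells, kinetic read (ex 480/em 520 nm). Compound added and read 3 min for agonist activity, followed by capsaicin at EC20 final and 2 min further read for enhancement.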
# USP2a block – USP2a (human) protease inhibition. USP2 core, Ub-CHOP2 coupled fluorogenic reporter, 485/531. Potency, µM (top dose mostly 38.3 µM), inactives show at the highest dose activity change, negative = inhibition, most hits filed as inhibitors. actives 0.01% (n = 330,000);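 note: potency is the fitted concentration of half-maximal effect; plate controls were DMSO wells for no effect and full inhibition by NEM control for full effect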
#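 Deubiquitinase activity read as fluorescence (485/531 nm) after Ub-CHOP2 cleavage activates the enterokinase reporter on its substrate; USP2 core 10nM, Ub-CHOP2 and substrate 25nM each, 30min compound preincubation then 60min RT; data normalized to NEM, curves fitted.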
# ASM inhibitor – inhibitors of human secretory acid sphingomyelinase; P17405; placental ASM, HMU-PC fluorogenic substrate, 60 min; Potency, µM (top dose mostly 57.5 µM), for the others: at the highest dose activity change, negative = inhibition, most hits filed as inhibitors; actives 0.006% (n = 340,000); AID 504937; note: potency is the fitted concentration of half-maximal effect
# Target sequence (P17405 47-631 limits assumed): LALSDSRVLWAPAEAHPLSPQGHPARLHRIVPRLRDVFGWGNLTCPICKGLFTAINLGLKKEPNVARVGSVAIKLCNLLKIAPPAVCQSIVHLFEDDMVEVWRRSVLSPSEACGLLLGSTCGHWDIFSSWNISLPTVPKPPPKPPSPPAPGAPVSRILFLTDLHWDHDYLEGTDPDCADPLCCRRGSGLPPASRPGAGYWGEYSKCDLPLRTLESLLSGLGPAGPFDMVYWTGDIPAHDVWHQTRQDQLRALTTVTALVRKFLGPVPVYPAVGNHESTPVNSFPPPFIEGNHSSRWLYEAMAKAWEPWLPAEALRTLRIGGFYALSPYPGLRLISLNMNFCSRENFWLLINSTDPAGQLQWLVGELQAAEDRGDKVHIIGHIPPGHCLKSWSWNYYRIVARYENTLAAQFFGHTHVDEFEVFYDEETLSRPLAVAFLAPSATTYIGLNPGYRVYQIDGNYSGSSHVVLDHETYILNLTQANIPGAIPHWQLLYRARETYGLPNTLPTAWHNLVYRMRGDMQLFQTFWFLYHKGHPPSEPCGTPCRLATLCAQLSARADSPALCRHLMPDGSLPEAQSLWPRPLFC
#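 qHTS format. ASM enzyme prepared from human placenta hydrolyses the fluorogenic substrate HMU-PC0 (9 uM final) over 60 min at 37 °C after a 10 min compound preincubation.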
# TSG101-PTAP inh – blocks PTAP/TSG101 interaction to inhibit HIV-1 budding; Q99816; Fluorescence polarization, FITC-PTAP peptide / Tsg101 binding; Potency, µM (doses to about 115 µM), inactives show top-dose activity change, negative = inhibition, most hits filed as inhibitors; 340,000 tested, under 10 active; AID 493005; active = well fitted inhibition curve with a large enough effect in the main read-out, with a control signal flat, not every such curve was filed as active; inconclusive = small, poorly fitted or top-dose-only effect, or effect the other way, or a change in a side signal; inactive = no such curve, though single readings can be large or run the other way; note: potency is the fitted concentration of half-maximal effect; % of control where 0% means no effect
# Target sequence (Q99816 whole entry, looked up): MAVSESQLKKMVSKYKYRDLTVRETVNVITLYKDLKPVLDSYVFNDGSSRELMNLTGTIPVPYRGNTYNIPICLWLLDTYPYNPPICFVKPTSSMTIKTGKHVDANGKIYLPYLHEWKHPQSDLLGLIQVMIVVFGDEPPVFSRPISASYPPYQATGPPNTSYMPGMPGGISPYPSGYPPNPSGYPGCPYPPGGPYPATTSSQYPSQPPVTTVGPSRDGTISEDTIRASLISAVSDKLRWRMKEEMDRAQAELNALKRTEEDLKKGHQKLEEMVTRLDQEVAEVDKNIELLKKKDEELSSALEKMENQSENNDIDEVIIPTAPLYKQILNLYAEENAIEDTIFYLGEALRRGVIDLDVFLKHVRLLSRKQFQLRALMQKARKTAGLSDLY
#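 Fluorescence anisotropy tracks displacement of a FITC-tagged PTAP peptide (50 nM) from the Tsg101 binding domain (10 uM), following a 20 min room-temperature incubation at pH 7.5.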
# Integrin act MD – activators of alpha7 integrin expression for muscular dystrophy | alpha7betagal myoblasts, beta-gal FDG fluorescence, 48 h | Potency, µM (titrated, usually from 38.3 µM), for inactives: at the top dose activation, actives largely listed as activators | actives 0.064% (n = 350,000);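 note: potency is the fitted concentration of half-maximal effect; 100% = response of the positive control SU9516; nearly all actives have a fitted effect of over 60% in size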
#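 Alpha7betagal+/- myoblasts (passage 13) were plated 16-24 hr, then exposed to compounds (1:260 dilution of DMSO stock) for 48 hours at 37C. After MPER lysis, β-galactosidase reporter activity was read as FDG fluorescence (ex 480/em 540) after 30 minutes.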
# ELG1 genotox – inducers of genotoxicity in HEK293T ELG1-luciferase cells; HEK293T ELG1-luciferase reporter, luminescence, 16 h; actives 1.3% (n = 330,000); Potency, µM (highest dose often 46 µM), inactives show at the highest dose activity change, positive = activation, most hits filed as activators; note: potency is the fitted concentration of half-maximal effect; % of control where 0% means no effect; nearly all actives have a fitted effect of over 60% in size
#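 Cells (2,000/well) expressing the ELG1-luciferase fusion are dosed by pin tool and kept 16 hr at 37 °C, 5% CO2. Signal comes from ONE-Glo luciferase reagent after 30 min at room temperature.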
# BRCA1 expr up – increases BRCA1 expression. MCF7-BRCA1-FFLuc reporter, luminescence, 48 h; response scale: scaled: vehicle 0%, 10 µM genistein 100%. Potency, µM (series often up to 46.1 µM), for the others: at the top dose activation, usual class: activators. actives 1.1% (n = 380,000). AID 624202; note: potency is the fitted concentration of half-maximal effect; nearly all actives have a fitted effect of over 80% in size; some results filed as inactive show a strong effect at the top dose
#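 Reporter cells (MCF7, BRCA1 promoter-firefly luciferase) received library compounds across a concentration series for 48 h. End-point luminescence was measured and concentration-effect curves derived after normalization.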
# uPA surface inh – cell surface uPA generation inhibition; cell surface uPA generation assay, qHTS; AID 540303; Potency, µM (highest dose often 38.3 µM), without a hit: top-dose activity change, negative = inhibition, actives largely listed as inhibitors; actives 0.31% (n = 330,000); active = well fitted inhibition curve with a large enough effect; inconclusive = small, poorly fitted or top-dose-only effect; inactive = no such curve, though single readings can be large or run the other way; tested in mouse RAW 264.7 cells; note: potency is the fitted concentration of half-maximal effect; % is set by controls: 0 for no effect and ±100 for the full control effect; nearly all actives have a fitted effect of over 55% in size
# Eya2 inh – inhibitors of human Eya2 phosphatase activity; O00167; recombinant Eya2, OMFP fluorescence dephosphorylation (OMFP is methylfluorescein phosphate); Potency, µM (series often up to 76.9 µM), for the others: at the highest dose activity, negative = inhibition, hits mostly inhibitors; actives 0.006% (n = 330,000); note: potency is the fitted concentration of half-maximal effect; % is set by controls: 0 for no effect and ±100 for the full control effect
#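 Eya2 (0.2 uM) preincubated 10 min at ambient with compound, then OMFP substrate added at 50 uM; 10 min reaction in 50 mM HEPES pH 7.5, 50 mM NaCl, 5 uM MgCl2, 0.05% BSA, 1 mM DTT. Fluorescence read at Ex 485/Em 525 nm.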
# Active calls of the source: *; ? = inconclusive; . = no result given; [ ] = dose if it differs, or a comment. Unless noted, calls come from the whole dose curve; as a rule, active = well fitted curve in the direction sought with a large enough effect; inconclusive = small, poorly fitted or top-dose-only effect, or another doubt; inactive = no such curve, though single readings can be large; an effect the other way counts as inactive or inconclusive.
compound,B2AR arrestin,Integrin act MD,USP2a block,TRPV1 ag,uPA surface inh,Eya2 inh,TSG101-PTAP inh,ASM inhibitor,p53 reactivation,ELG1 genotox,BRCA1 expr up
Cc1ccc2nc(C)cc(NCCO)c2c1,-0.1%,-14%,-1%,0,1%,-15%,-1%,-4%,?,3%,13%
Cc1ccc2[nH]c3c(=O)n(Cc4ccccn4)cnc3c2c1,-0.2%,8%,0%,5,-4%,15%,1%,3%,-6%,0%,14%
CCCN(CC(=O)Nc1ccccc1C)C(=O)c1ccc(S(=O)(=O)N2CCC(C)CC2)cc1,0.2%,-1%,0%,-3,-3%,11%,-4%,-1%,0%,0%,-13%
Cc1ccc(NC(=O)CN(C)C(=O)COC(=O)c2nc3nccc(C)n3n2)cc1,0.0%,15%,4%,-1,14%,-4%,-3%,-8%,12%,-1%,4%
Cc1ccccc1NC(=O)CCN1CCCC1,0.3%,20%,2%,1,5%,0%,-3%,3%,5%,-5%,15%
Cc1ccc(CNC(=O)c2ccc(Cl)c(S(=O)(=O)N3CCCCC3)c2)cc1,0.0%,11%,5%,18,-6%,-25%,-3%,-4%,3%,-5%,-33%
Cc1ccc(N(C(=O)c2ccncc2)C2C=CS(=O)(=O)C2)cc1 (stereo not drawn),0.0%,11%,3%,3,-1%,0%,-14%,-4%,-6%,-1%,3%
COc1ccc(N(CCC#N)S(=O)(=O)c2ccc(Cl)cc2)cc1,-0.3%,-2%,0%,-3,-10%,-15%,.,-3%,-8%,-8%,-32%
COc1ccc(OC)c2c1sc(=NC(=O)C(C)C)n2C,0.2%,7%,1%,1,-2%,-4%,-4%,-1%,-1%,-1%,-49%
CN1C(=O)C(C)(C)c2cc(S(=O)(=O)NCC3CCC(C(=O)NCc4ccccc4)CC3)ccc21 (stereo not drawn),-0.1%,-5%,0%,2,8%,-9%,-1%,11%,.,2%,1%
O=C(O)/C=C/C(=O)NC1CC1,0.0%,5%,1%,-2,1%,2%,2%,2%,-4%,0%,1%
O=C(NC(=S)NNC(=O)c1ccccc1O)c1cccs1,0.0%,-38%[inhibitor],2%,1,-1%,-17%,-2%,8%,19%,4%,12%
Cc1ccc(C(=O)N/C(=C\c2cn(C)c3ccccc23)C(=O)NCCCN2CCOCC2)cc1,2.9%,16%,8%,0,-1%,2%,-3%,1%,-2%,-1%,-6%
O=C(NN=C1c2ccccc2-c2ccccc21)c1ccccn1,-0.8%,-1%,-1%,?,-22%,9%,.,-2%,14%,3%,-53%
COc1cc(/C=C(/C#N)c2nc(-c3cc4ccccc4oc3=O)cs2)cc([N+](=O)[O-])c1O,7.7%,.,-1%,.,.,12%,.,.,6%,-1%,.
Cn1c(=O)[nH]c(=O)c2c1nc(OC(=O)c1ccccc1)n2CC(O)COc1ccccc1 (stereo not drawn),-1.7%,-15%,6%,1,1%,-5%,-1%,-2%,0%,1%,23%
COc1ccc(NC(=O)CN(C)S(=O)(=O)c2ccc3c(c2)CC(C)N3C(C)=O)c(OC)c1 (stereo not drawn),0.2%,29%,0%,0,6%,10%,-6%,1%,15%,-4%,4%
COc1ccc(-c2nn(-c3ccccc3)cc2C2CC(c3cccs3)=NN2C(=O)CCC(=O)O)cc1 (stereo not drawn),-0.3%,8%,-2%,-2,-3%,-14%,-8%,-8%,-5%,2%,-24%
CCOC(=O)CSc1nc(N)nc(C)c1Cl,0.2%,1%,1%,-4,3%,-1%,1%,-4%,1%,-4%,-8%
CC(C)n1c(=O)c2c(O)cc(=O)oc2c2ccccc21,-0.2%,0%,2%,.,.,0%,0%,2%,16%,-2%,-6%

# Grouped by structure: those above with a cyano group (2)
compound,B2AR arrestin,Integrin act MD,USP2a block,TRPV1 ag,uPA surface inh,Eya2 inh,TSG101-PTAP inh,ASM inhibitor,p53 reactivation,ELG1 genotox,BRCA1 expr up
COc1ccc(N(CCC#N)S(=O)(=O)c2ccc(Cl)cc2)cc1,-0.3%,-2%,0%,-3,-10%,-15%,.,-3%,-8%,-8%,-32%
COc1cc(/C=C(/C#N)c2nc(-c3cc4ccccc4oc3=O)cs2)cc([N+](=O)[O-])c1O,7.7%,.,-1%,.,.,12%,.,.,6%,-1%,.

# The results go on:
compound,B2AR arrestin,Integrin act MD,USP2a block,TRPV1 ag,uPA surface inh,Eya2 inh,TSG101-PTAP inh,ASM inhibitor,p53 reactivation,ELG1 genotox,BRCA1 expr up
O=C(OCc1nnc(-c2ccc(Br)cc2)o1)c1ccco1,0.3%,14%,0%,20,-4%,10%,-5%,-2%,.,1%,1%
CCOC(=O)C1(S(=O)(=O)c2ccc(Cl)cc2)CCN(Cc2ccccc2)CC1,-0.8%,-31%,1%,23,.,6%,-11%,1%,2%,0%,-21%
COCCNC(=O)Nc1ccc2c(c1)N(C)C(=O)CS2,-0.1%,-21%,8%,-1,-10%,-8%,-5%,-2%,-3%,8%,0%
CC1(C)CC(=O)C2=C(C1)N=C1SCCC(=O)N1C2c1ccccc1 (stereo not drawn),-1.2%,44%,0%,10,-3%,10%,-3%,12%,-10%,-2%,-1%
O=C(NCCCc1ccncc1)C1CCC(=O)N(CCc2cccc(F)c2)C1 (stereo not drawn),0.0%,-1%,2%,-1,2%,9%,-2%,4%,15%,-7%,-3%
O=C(Nc1ccc(C(=O)N2CCCCC2)cc1)c1ccccc1,.,11%,.,.,2%,.,-8%,-1%,.,.,62%
CC(CNC(=O)c1cccs1)c1ccc([N+](=O)[O-])cc1 (stereo not drawn),-0.7%,?,5%,29,?,-9%,-6%,-2%,-1%,-2%,-5%
COc1cc2c(C)nc3c(c(C)nn3-c3ccccc3)c2cc1OC,-0.4%,4%,0%,-3,14%,-6%,-1%,35%,-2%,7%,-17%
Cc1ccsc1C(=O)Nc1ccc2c(c1)OCCO2,-1.2%,6%,5%,14,-9%,-6%,-3%,2%,45%,2.1µM*,?
Cc1cc(C)nc(Sc2nc(C)nc3c2oc2ccccc23)n1,-0.3%,0%,1%,-4,-12%,6%,-1%,2%,-4%,-5%,-60%
CCOc1ccc2[nH]c3nc(SCC(=O)OC(C)C)nnc3c2c1,-0.5%,14%,-2%,3,-1%,-3%,-1%,-5%,.,?,-4%
CCCC(=O)Nc1ccc(NC(=O)c2ccccc2Cl)nc1,0.0%,0%,3%,0,-8%,12%,-3%,0%,15%,?,3%
COc1ccc(Cl)cc1-c1nc(SCC(=O)NC2CCS(=O)(=O)C2)n[nH]1 (stereo not drawn),-0.2%,-15%,-1%,1,-4%,11%,-6%,0%,2%,2%,-57%
CSc1nnc(CNS(=O)(=O)c2ccc(F)cc2)n1C,-0.9%,-26%,5%,-1,0%,-2%,-1%,-1%,8%,-2%,-24%
O=C(Cn1nnc(-c2ccccc2)n1)OC1CCOC1=O (stereo not drawn),-1.6%,7%,2%,-1,2%,-1%,-5%,0%,5%,2%,-12%
CC12CCC(C(=O)N3CCC(Cc4ccccc4)CC3)(C(=O)C1=O)C2(C)C (stereo not drawn),-0.1%,?,1%,28,-2%,-8%,-1%,-9%,0%,-7%,-29%
O=C(NNC1CC(=O)N(c2cccc(Cl)c2)C1=O)c1cccnc1 (stereo not drawn),1.0%,0%,2%,10,0%,-1%,0%,2%,-7%,0%,-20%
CCSc1nc(-c2ccccc2)nc2c1CCCC2,-0.7%,-1%,6%,6,1%,9%,-4%,-4%,1%,-1%,2%
O=C(COC(=O)CNC(=O)c1ccc(Cl)cc1)Nc1cccc(S(=O)(=O)N2CCCC2)c1,0.3%,-4%,7%,7,4%,4%,-4%,-2%,-4%,-2%,-1%
CC(C)c1ccc(S(=O)(=O)N2CCN(C(=O)C3CCCC3)CC2)cc1,0.2%,-13%,-1%,13,-8%,4%,1%,2%,1%,-5%,-19%
Cc1c(-c2ccccc2)[n+](=O)c2c(n1[O-])CCCCC2,-0.5%,14%,0%,3,6%,2%,1%,1%,2%,-2%,11%
CC(C)C12CN3CC(C(C)C)(CN(C1)C3c1ccc([N+](=O)[O-])o1)C2=O (stereo not drawn),0.0%,-15%,2%,1,0%,6%,-4%,-4%,13%,-4%,3%
S=C(N/N=C/c1ccccc1Cl)Nc1ccccc1,8.9%,10%,-11%,2,.,4%,-4%,4%,19%,0%,6%
O=C(NCCNCc1ccccc1)c1ccco1,.,23%,.,.,-2%,.,0%,12%,.,.,21%
Cc1ccccc1N1CCN(CCCOc2ccc3c(C)cc(=O)oc3c2)CC1,-0.7%,-50%[inhibitor],-1%,-1,-7%,0%,-3%,8%,4%,0%,-1%[1.84 µM]
CC1(C)Cc2ccccc2C(NNC(=O)c2ccccn2)=N1,0.3%,-31%,2%,1,-15%,18%,-2%,1%,29%,?,-68%
